# Assay outcomes deposited in PubChem BioAssay by The Scripps Research Institute Molecular Screening Center.
# CHO-K1 Ca antag: nonselective inhibitor or artifact in parental CHO-K1 cells; ATP-induced calcium, Fluo-8 fluorescence; hit rate 0.6% among 360,000; AID 602250; inhibition, % at 3 µM;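 active = inhibition above a per-plate cutoff, the plate's mean sample inhibition plus 3 SD, cut at about 24% in these data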;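 note: 0% = DMSO plus EC80 ATP and 100% = DMSO alone without ATP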
# CHRM4 PAM: positive allosteric modulators of human muscarinic M4 receptor | P08173 | CHO-K1 hM4/Gqi5, Fluo-8 calcium fluorescence, ACh EC20; 0% = ACh EC20, 100% = maximal ACh | activation, % at 3 µM | hit rate 0.4% among 360,000;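 active = activation above its plate's cutoff, the mean activation of sample wells plus 3 SD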; note: some results filed as inactive read as strong as hits
# Target sequence (P08173 whole entry, looked up): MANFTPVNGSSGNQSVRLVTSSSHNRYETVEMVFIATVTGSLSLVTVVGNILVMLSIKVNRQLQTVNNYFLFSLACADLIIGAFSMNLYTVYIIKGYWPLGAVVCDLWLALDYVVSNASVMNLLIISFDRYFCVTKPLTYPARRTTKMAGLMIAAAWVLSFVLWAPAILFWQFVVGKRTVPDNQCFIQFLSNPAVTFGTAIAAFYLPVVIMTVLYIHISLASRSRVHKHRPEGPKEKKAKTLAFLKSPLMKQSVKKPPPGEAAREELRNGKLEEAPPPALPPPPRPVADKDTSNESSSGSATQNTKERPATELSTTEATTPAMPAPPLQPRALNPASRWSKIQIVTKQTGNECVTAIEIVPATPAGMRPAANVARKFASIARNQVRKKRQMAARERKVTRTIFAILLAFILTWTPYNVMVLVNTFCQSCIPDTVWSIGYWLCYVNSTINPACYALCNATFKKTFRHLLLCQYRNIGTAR
# CHRM5 antagonist: antagonists of human muscarinic M5 receptor (CHRM5); inhibition, % at 3 µM; CHO-hM5 cells, Fluo-8 calcium fluorescence, ACh EC80; hit rate 0.59% among 360,000; P08912;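 active = inhibition above a per-plate cutoff, the mean of that plate's test compounds plus 3 SD, cut at about 27% in these data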;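 note: 0% = acetylcholine EC80 with DMSO and 100% = DMSO without agonist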
# Target sequence (P08912 whole entry, looked up): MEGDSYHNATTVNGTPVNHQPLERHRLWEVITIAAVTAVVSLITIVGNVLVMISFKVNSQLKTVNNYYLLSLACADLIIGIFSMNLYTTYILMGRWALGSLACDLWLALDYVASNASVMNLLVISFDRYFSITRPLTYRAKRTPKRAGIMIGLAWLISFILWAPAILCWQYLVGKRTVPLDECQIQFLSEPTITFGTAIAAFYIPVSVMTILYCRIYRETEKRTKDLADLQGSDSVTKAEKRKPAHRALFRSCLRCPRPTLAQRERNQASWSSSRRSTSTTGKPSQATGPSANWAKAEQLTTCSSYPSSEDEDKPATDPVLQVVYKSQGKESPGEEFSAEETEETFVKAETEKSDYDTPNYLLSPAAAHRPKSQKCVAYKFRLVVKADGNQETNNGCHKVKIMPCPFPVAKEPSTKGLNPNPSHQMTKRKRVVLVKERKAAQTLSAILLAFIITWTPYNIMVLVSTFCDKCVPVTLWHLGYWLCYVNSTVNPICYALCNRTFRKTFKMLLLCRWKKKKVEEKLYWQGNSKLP
# CHRM5 agonist: agonists of human muscarinic M5 receptor (CHRM5). activation, % at 3 µM. hit rate 0.19% among 360,000. AID 624037. P08912. CHO-K1 hM5 cells, Fluo-8 calcium fluorescence; 0% DMSO wells, 100% maximal acetylcholine response;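 active = activation above the run's mean over test compounds plus 3 SD, cut at about 23% in these data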;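 note: signal is peak over basal fluorescence ratio across the kinetic read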
# M4 ag: CHRM4 agonism in calcium assay; CHO-K1 hM4/Gqi5, Fluo-8 calcium fluorescence; vehicle 0%, full acetylcholine response 100%; activation, % at 3 µM; P08173; hit rate 0.14% among 360,000;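 active = activation above the run mean over all test wells plus 3 SD, cut at about 32% in these data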;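 note: peak over basal fluorescence ratio per well then scaled between controls; 0% = DMSO wells and 100% = acetylcholine at EC100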
# M1 ag parental: counter-screen for M1 agonists: effect in parental CHO-K1 cells; Fluo-8 calcium fluorescence; scaled to maximal ATP response, vehicle zero; hit rate 0.48% among 360,000; AID 602248; activation, % at 3 µM; in the data active = activation above about 15%;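 note: untransfected CHO-K1 host cells lacking M1 receptor as counterscreen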
# CHRM4 antagonist: CHRM4 antagonism in calcium assay; P08173; CHO-hM4 cells, ACh EC80, Fluo-8 calcium fluorescence; inhibition, % at 3 µM; hit rate 0.73% among 360,000;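 active = inhibition above its plate's cutoff, the mean inhibition of sample wells plus 3 SD, cut at about 27% in these data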;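 note: 0% = acetylcholine EC80 with DMSO and 100% = DMSO without agonist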
# M5 PAM: positive allosteric modulators of human muscarinic M5 receptor | P08912 | CHO-K1 hM5, Fluo-8 calcium, ACh EC20 PAM; 0% = ACh EC20, 100% = ACh EC100 | activation, % at 3 µM | hit rate 0.3% among 360,000 | AID 624038;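 active = activation above the run cutoff, the mean activation of all test compounds plus 3 SD, cut at about 18% in these data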
#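 system = human M5 receptor in CHO-K1 cells | reagent = EC20 acetylcholine as agonist stimulus | compound dosing = single-point, 3 µM nominal | incubation = Fluo-8 loading 80 min at 37 °C plus 30 min room temperature | detection = Fluo-8 calcium dye fluorescence, kinetic read | benchmarks = low control EC20 acetylcholine (0%), high control EC100 acetylcholine (100%)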
# M1 PAM parental: counter-screen for M1 PAMs: effect in parental CHO-K1 cells; ATP EC20, Fluo-8 calcium fluorescence; 0% at ATP EC20, 100% at ATP max; activation, % at 3 µM; hit rate 0.02% among 360,000;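 active = activation above the run cutoff, the mean activation of all test compounds plus 3 SD, cut at about 40% in these data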;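 note: peak over basal fluorescence ratio in a 140 s read after ATP addition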
# The depositor's hits bear a star; x = no result given. Hits appear at their usual frequency. About 2.7% of those tested had a hit in this group.
SMILES,CHO-K1 Ca antag,CHRM4 PAM,CHRM5 antagonist,CHRM5 agonist,M4 ag,M1 ag parental,CHRM4 antagonist,M5 PAM,M1 PAM parental
NS(=O)(=O)c1ccc(NC(=O)C(Sc2ccccc2)c2ccccc2)cc1 (centres undefined),1,-1,0,1,2,0.7,-1,-4,7
FC(F)(F)c1ccccc1Cc1c(-c2ccc(Cl)cc2)nc2ccc(Cl)cn12,0,3,5,-2,-1,0.0,-4,3,-2
Cc1cc(C)c(N2CCN(S(=O)(=O)N3CCCCCC3)CC2)c(C)c1,1,4,-8,-2,2,0.5,12,2,3
Cc1cc(NC(=O)CCC(=O)N(c2ccccc2)C(C)C(=O)NC2CCCC2)no1 (centres undefined),-13,-8,12,-5,1,0.8,6,-2,2
CC(C)(C)NC(=O)C(c1ccnc2ccccc12)n1c(=O)c(-c2ccco2)nc2ccccc21 (centres undefined),x,-1,-9,2,1,x,-9,-2,x
Cc1cccc2sc(N(CCCN(C)C)C(=O)c3cc4ccccc4oc3=O)nc12,9,-17,1,-3,5,1.1,3,-5,-11
CN(CC(=O)Nc1ccccc1Cl)C(=O)COC(=O)CNC(=O)c1ccc(Br)o1,-6,25,4,-2,2,0.2,-3,3,16
COCCN(C(=S)Nc1ccc(OC)cc1)C(C)c1cccs1 (centres undefined),10,-3,6,-4,0,-0.3,7,0,-4
C=CCN1C(=O)NC(c2ccccc2)(C(F)(F)F)S/C1=C(\C#N)c1nnc(N2CCOCC2)n1-c1ccccc1 (centres undefined),19,7,17,1,4,1.2,8,-7,-10
CCCCc1ccc(NC(=O)N2CCN(c3cc(C)nc4ccccc34)CC2)c(C)c1,-26,-8,-1,-7,2,0.9,-5,0,8
O=C(CCCCn1c(=O)[nH]c2ccsc2c1=O)NCCc1ccccc1,-15,3,3,-2,1,1.2,-5,3,23
Cc1nnc(SCC(=O)Nc2ccc(N3CCOCC3)cc2)n1Cc1ccccc1,0,3,9,2,1,0.1,0,4,-4
CS(=O)(=O)N(CC(=O)N1CCCCCC1)c1cccc(Cl)c1Cl,-11,-6,10,-21,1,1.9,-5,0,14
COc1ccccc1OCCN1C(=O)S/C(=C\c2ccco2)C1=O,3,-3,5,-2,4,2.9,2,-7,13
O=S(=O)(c1ccc(OCC(O)CN2CCN(c3ccc(F)cc3)CC2)cc1)N1CCOCC1 (centres undefined),-10,1,8,2,4,4.0,-7,5,6
O=C(Nn1cnnc1)c1cc2c(s1)CCCC2,-14,11,2,0,0,0.0,0,-1,16
COc1cc(-c2noc(C)c2C#Cc2ccsc2)cc(OC)c1OC,7,-3,12,1,0,-0.4,1,-5,-5
COC(=O)c1ccc(Oc2ccc(C(C)(C)C)cc2)c([N+](=O)[O-])c1,-2,-4,-5,-2,-1,-0.1,3,2,8
CCOC(=O)N1CCN(C(=O)C2COc3ccccc3O2)CC1 (centres undefined),2,4,-1,3,-1,1.3,6,2,11
CCn1c(SCC(=O)Nc2ccccc2)nc2c1c(=O)n(C)c(=O)n2C,-3,-4,1,2,2,1.7,7,18*,5

# 4 entries out of the list, sorted by SMILES length, falling:
SMILES,CHO-K1 Ca antag,CHRM4 PAM,CHRM5 antagonist,CHRM5 agonist,M4 ag,M1 ag parental,CHRM4 antagonist,M5 PAM,M1 PAM parental
Cc1cc(NC(=O)CCC(=O)N(c2ccccc2)C(C)C(=O)NC2CCCC2)no1 (centres undefined),-13,-8,12,-5,1,0.8,6,-2,2
NS(=O)(=O)c1ccc(NC(=O)C(Sc2ccccc2)c2ccccc2)cc1 (centres undefined),1,-1,0,1,2,0.7,-1,-4,7
Cc1nnc(SCC(=O)Nc2ccc(N3CCOCC3)cc2)n1Cc1ccccc1,0,3,9,2,1,0.1,0,4,-4
COCCN(C(=S)Nc1ccc(OC)cc1)C(C)c1cccs1 (centres undefined),10,-3,6,-4,0,-0.3,7,0,-4

# Next section:
SMILES,CHO-K1 Ca antag,CHRM4 PAM,CHRM5 antagonist,CHRM5 agonist,M4 ag,M1 ag parental,CHRM4 antagonist,M5 PAM,M1 PAM parental
O=c1c2ccccc2nc(-c2cccc(Cl)c2)n1O,-13,-4,0,2,0,0.0,7,2,-11
CC1(C(=O)NS(=O)(=O)c2ccccc2Cl)CCN1C(=O)c1cccc2ccccc12 (centres undefined),-1,5,4,1,1,-0.2,-11,0,13
COc1cc(OC)cc(C(=O)NC(C(=O)NNC(=O)c2ccc(C)cc2)C(C)C)c1 (centres undefined),-6,9,2,0,0,-1.1,-6,4,14
COc1ccc(C2C(C#N)=C(N)Oc3cccc(O)c32)cc1 (centres undefined),-4,4,6,-1,0,1.1,1,0,14
C=CCn1c(SCC(=O)NC2CCCC2)nc2ccccc21,-4,-5,1,0,1,0.3,-1,0,3
O=C(Nc1ccccn1)c1ccc(Br)c(S(=O)(=O)N2CCCC2)c1,0,-10,3,6,9,3.8,0,-1,0
COc1ccc(N2CCN(c3cc(C)c4ccc(O)cc4n3)CC2)cc1,-5,0,3,1,3,1.2,-8,-6,16
Cc1ccc(S(=O)(=O)NCCc2cccs2)cc1,-3,-6,0,-6,0,2.0,11,10,7
Cc1cc(C)n(CCOc2ccc(Br)cc2)n1,-4,-11,3,-2,0,0.4,9,-3,4
CSc1nc(Sc2ccccc2)c2ccccc2n1,3,-1,-4,0,-2,-0.1,5,3,-1
COC(=O)c1ccc(/C=N/OCC(=O)NCc2ccc(F)cc2)cc1,-15,6,7,-9,6,3.2,-12,0,2
Cc1nc(Nc2ccc3c(c2)OCCO3)c2oc3ccccc3c2n1,5,8,-2,-12,-1,-0.2,7,6,-3
c1ccc(-n2c(SCc3ccncc3)nnc2-c2ccco2)cc1,22,-3,1,-1,0,0.3,10,-7,-9
COc1ccc(N(CC(=O)NCCc2cccc(C)c2)S(=O)(=O)c2c(C)noc2C)cc1,-12,-6,13,-4,5,1.0,5,-1,-9
CCN(CC)C(=O)CCn1nc(-c2ccc(C)cc2)c2ccccc2c1=O,-22,2,1,-4,7,2.4,-18,-8,8
CCCOc1ccc(/C(O)=C2/C(=O)C(=O)N(c3ccccn3)C2c2ccc(OC)cc2)cc1C (centres undefined),-9,1,-3,-5,0,4.2,1,0,14
CN(NC(=S)Nc1ccc(OC(F)F)cc1)C(=S)Nc1ccc(OC(F)F)cc1,-14,-1,-5,-2,3,1.5,-7,-6,6
CCC(C)C(Nc1ncnc2scc(-c3ccccc3)c12)C(=O)O (centres undefined),11,6,7,2,0,0.1,-8,7,-14
CCCN(CCC)CCNC(=O)c1cc2c(C)nc3ccccc3c2o1,-12,-7,-1,-2,1,0.5,12,-1,17
Cc1cc(NC(=O)CSc2ccc(F)cc2)no1,-1,2,4,-2,1,1.3,3,5,5
CCOC(=O)C1(CCc2ccccc2)CCN(C(=O)CN2C(=O)CSC2=O)CC1,-3,0,4,3,2,-0.6,-3,10,13
COc1ccc(OC)c(NC(=O)C2C3CC4OC(=O)C2C4C3)c1 (centres undefined),0,17,-8,-2,0,-0.4,-6,-7,11
O=C(NC1CCCCC1)C(c1ccc(F)cc1)N(CCc1ccccc1)C(=O)CN1C(=O)c2ccccc2S1(=O)=O (centres undefined),-3,4,4,-2,1,-0.7,-10,0,17
CN(C)C(=O)CN(C)S(=O)(=O)c1ccc(Cl)cc1,-15,9,-6,-5,0,0.4,-3,4,26
O=C(Nc1ccccc1C(=O)O)/C(=C/c1ccc([N+](=O)[O-])cc1)NC(=O)c1ccc(Br)o1,-10,8,4,0,0,4.9,-1,9,0
O=C(Nc1ccn(Cc2cccc3ccccc23)n1)c1cccnc1,-4,14,9,2,6,3.3,2,-3,11
COc1ccc(OC)c(NC(=S)NCCSc2ccc(C)cc2)c1,-1,-11,-1,-3,3,2.5,-1,-6,19
Cc1ccc2c(COC(=O)c3ccccc3Cl)cc(=O)oc2c1,8,0,21,-1,1,0.0,7,3,5
Cc1nc(N)sc1N=Nc1ccccc1C(F)(F)F,-1,-7,0,1,-1,0.3,2,-7,-5
O=C(Cn1cncn1)NCc1cccc(OC(F)F)c1,14,0,-2,-1,0,-0.3,6,0,-7
O=C(Nc1nnc(SCC(=O)N2CCCCC2)s1)c1ccc(F)cc1F,-18,0,5,-1,0,1.5,7,7,18
C=CCn1c(=O)c2ccccc2n2c(SCC(N)=O)nnc12,-7,6,-1,0,0,1.6,-2,-1,16
CSc1ccc(Cn2nnc(C(=O)NCc3ccccc3)c2N)cc1,-1,-3,9,42*,61*,19*,-8,-4,22
Cc1cc(NC(=O)C2CCCN(S(=O)(=O)c3c(C)noc3C)C2)n[nH]1 (centres undefined),11,3,-2,1,0,4.3,-9,-2,11
Cc1ccccc1NC(=O)Cc1nc(CCl)cs1,-6,2,-12,-4,1,-0.1,-6,1,21
Cn1c(/N=C/c2c(O)ccc3ccccc23)nc2ccccc21,-20,14,-7,2,1,0.5,-8,-1,11
CC(=O)O/N=C(\N)Cc1ccc(-c2csnn2)cc1,-1,3,11,-3,0,0.2,5,-1,12
Cc1cc(C)c(C(=O)c2ccccc2)c(C)c1,0,5,13,3,0,-0.2,4,-2,0
COC(=O)c1ccc(-n2c(C)cc(/C=N/n3cnnc3)c2C)cc1,3,1,-11,1,2,0.7,-8,-5,-4
CCCCN1C(=O)NC(NC(=O)c2ccco2)(C(F)(F)F)C1=O (centres undefined),-11,17,-5,-3,0,0.5,-11,0,10
COc1ccc(N=Nc2nc(-c3ccccc3)c(-c3ccccc3)[nH]2)cc1,-2,-10,6,-3,3,2.5,9,-10,11
CCOC(=O)C1=CCC(c2cccc(Cl)c2)N(S(=O)(=O)c2ccc(C)cc2)C1 (centres undefined),9,-10,2,-2,0,1.4,-4,-6,14
Cc1cccc(OCC(=O)OC(C)C(=O)Nc2ccc(Cl)cn2)c1 (centres undefined),-5,5,0,-2,1,0.4,-16,-5,14
COc1ccc(/C=C(/NC(=O)c2ccc(OC)c(OC)c2)C(=O)NCCCn2ccnc2)cc1,-15,3,9,-1,0,0.4,-6,2,1
COc1ccc2cc(C3(C)NC(=O)N(CC(=O)NCc4ccco4)C3=O)ccc2c1 (centres undefined),-14,0,-2,-2,1,1.1,-5,-5,24
COCCNC(=O)c1ccc2c(=O)n(CCCN3CCCC3=O)c(=S)[nH]c2c1,-13,6,-1,0,1,1.2,-4,8,14
Cc1ccc(NC(=O)CN(C)c2ccc(S(=O)(=O)N3CCCC3)cn2)cc1,-14,8,3,-2,4,1.0,-17,2,-13
C=C(C)Cn1c(-c2cccc([N+](=O)[O-])c2)n[nH]c1=S,-1,2,-5,-4,0,0.1,-2,4,-2
COc1cccc(-c2nnc(SCC(=O)Nc3ccc4c(c3)OCCO4)n2Cc2ccco2)c1,-5,5,5,-2,8,3.1,-14,-6,8
O=C(O)c1cccc(N=C2NC(=O)C(CO)(CO)S2)c1,-8,1,0,3,0,1.0,-4,7,24
c1ccc2c(c1)CCOC2CNCCCN1CCCCC1 (centres undefined),-2,-2,-1,-6,0,0.8,4,1,13
O=C(CSCc1ccccc1Cl)Nc1ccc(C(=O)O)cc1,-15,0,-5,6,0,1.0,-17,13,18
CCCSc1nc2c(c(=O)[nH]c(=O)n2C)n1Cc1ccc(C)cc1,3,-4,-3,0,-1,0.1,6,3,5

# CHRM5 agonist: entries above that show a hit.
Compound | CHRM4 PAM | CHRM5 antagonist | CHRM5 agonist | M4 ag | CHRM4 antagonist | M5 PAM
CSc1ccc(Cn2nnc(C(=O)NCc3ccccc3)c2N)cc1 | -3 | 9 | 42* | 61* | -8 | -4
